G6PDH counter – counter-screen for G6PDH assay hits: L. mesenteroides G6PDH inhibition | Purified L. mesenteroides G6PDH, diaphorase/resazurin coupled fluorescence, 45 min | inhibition, % at 5 µM | 200,000 tested, 0.12% active | AID 1020; in the data active = inhibition above about 50%
PPARg SRC-1 ag – agonists of human PPARgamma SRC-1 coactivator recruitment; PPARgamma-SRC-1 coactivator recruitment biochemical assay; activation, % at 8 µM; 200,000 tested, 0.41% active; AID 631; in the data active = activation above about 19%;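 note: 0% = DMSO and 100% = reference agonist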
PPARg SRC2 recr – promotes SRC-2 coactivator recruitment by human PPARgamma; P37231; PPARgamma LBD-SRC-2 recruitment, biochemical; activation, % at 8 µM; 200,000 tested, 0.34% active; in the data active = activation above about 22%;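 note: 0% = vehicle and 100% = reference agonist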
S1P3 antag – antagonists of human S1P3 receptor. CHO S1P3 NFAT-BLA reporter, FRET fluorescence, antagonist mode. inhibition, % at 4.98 µM. 170,000 tested, 0.27% active;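 active = inhibition above the plate cutoff, the mean inhibition of test wells on that plate plus 3 SD, cut at about 28% in these data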;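 note: cells challenged with S1P at its EC80 of 0.8 µM; blue over green emission ratio from cleaved BLA substrate after 4 h stimulation; 0% = S1P-stimulated wells and 100% = unstimulated DMSO-only wells; some compounds past the cut are filed as inactive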
Diaphorase inh – inhibits diaphorase or chemically oxidizes, flagging diaphorase assay artifacts | diaphorase resazurin-to-resorufin fluorescence, NADH, 16 min; bacterial (C. kluyveri) enzyme, not human | inhibition, % at 20 µM | 190,000 tested, 0.69% active;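 active = primary screen inhibition at 20 µM above a set limit, cut at about 50% in these data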;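 note: plate controls were DMSO with full reaction for no effect and wells lacking NADH for full effect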
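Assay system – diaphorase enzyme from Clostridium kluyveri · Amount – diaphorase 0.14 U/mL (working solution) · Times – reaction incubation of 16 min at room temperature · Controls – No-NADH positive control and DMSO neutral control · Signal – resorufin fluorescence 544/590 nm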
PMI activator – activators of human phosphomannose isomerase. P34949. purified human PMI, coupled resazurin fluorescence, 20 min; hits give high values; 1 = vehicle control, 0 substrate-free wells. activation factor at 20 µM. 190,000 tested, 0.005% active;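 active = activation factor of 2 or more at 20 µM, relative to plate controls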
Target sequence (P34949 whole entry, looked up): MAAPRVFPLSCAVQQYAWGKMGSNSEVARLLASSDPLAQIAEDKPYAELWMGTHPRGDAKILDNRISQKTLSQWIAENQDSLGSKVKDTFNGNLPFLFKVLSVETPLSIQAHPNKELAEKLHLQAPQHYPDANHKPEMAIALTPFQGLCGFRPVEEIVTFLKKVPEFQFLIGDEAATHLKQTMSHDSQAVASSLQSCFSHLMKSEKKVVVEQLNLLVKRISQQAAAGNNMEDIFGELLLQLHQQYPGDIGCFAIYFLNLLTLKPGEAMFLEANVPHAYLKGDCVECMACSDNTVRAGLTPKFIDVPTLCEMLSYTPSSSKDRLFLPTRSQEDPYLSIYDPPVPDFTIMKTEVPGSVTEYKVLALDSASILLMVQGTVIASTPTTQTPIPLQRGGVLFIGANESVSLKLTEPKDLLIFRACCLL
PPARg SRC-3 ag – agonists of human PPARgamma SRC-3 coactivator recruitment. 200,000 tested, 0.26% active. P37231. biochemical PPARgamma/SRC-3 coactivator recruitment assay. activation, % at 8 µM; in the data active = activation above about 23%;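 note: 0% = DMSO and 100% = reference agonist; some compounds past the cut are filed as inactive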
PMI act hi M6P – increases human PMI activity with near-saturating mannose 6-phosphate; P34949; coupled PMI enzyme assay, resazurin fluorescence, 20 min; hits give high values; 1 = untreated enzyme, 0 = substrate-free blank; activation factor at 20 µM; 190,000 tested, 0.34% active; AID 1216;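 active = activation factor of 2 or more at 20 µM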
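Material: human phosphomannose isomerase with PGI, G6PDH, diaphorase coupling enzymes. Quantity: 15 ng/mL PMI. Medium: HEPES pH 7.4 buffer with MgCl2 and Tween-20. Reagent: Near-saturating mannose-6-phosphate, 1.0 mM. Compound: 20 µM single dose. Times: enzyme reaction with compound 20 min at room temperature. Detection: resorufin fluorescence at Ex 544/Em 590 nm.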
SRC2 TRFRET art – flags TR-FRET format artefacts in PPARgamma SRC-2 recruitment agonist screen; TR-FRET artefact counter-screen; hits give high values; TR-FRET ratio at 8 µM; 200,000 tested, 0.4% active; AID 1049; in the data active = TR-FRET ratio above about 2000; note: inactives centre near 1500
Diaph act CS – activates diaphorase or chemically reduces, flagging diaphorase assay artifacts; AID 1229; activation factor at 20 µM; 190,000 tested, 0.005% active; Diaphorase/resazurin coupled assay, resorufin fluorescence, 16 min; hits give high values; 1 = vehicle wells, 0 = NADH-free wells;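 active = diaphorase activity raised at least twofold by the compound at 20 µM; inactive = activation factor below 2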
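Material: purified diaphorase enzyme from Clostridium kluyveri / Medium: HEPES pH 7.4 buffer with MgCl2 and Tween 20 / Schedule: enzyme reaction of 16 min at room temperature / Measured by: resorufin fluorescence, excitation 544 nm, emission 590 nm / Evaluation: rise in resorufin formation, marking diaphorase activation or chemical reduction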
ROMK primary – human ROMK K+ channel modulation, primary screen. AID 1918. B-score at 10 µM. 130,000 tested, 2% active. P48048. Tet-inducible ROMK, thallium flux fluorescence; actives lie on both sides;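 active = signal ratio slope over the read window, or its plate-corrected B-score, at least 3 SD from the plate mean, either direction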;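 note: B-score of the F/F0 ratio slope over 7 to 12 s after thallium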
Target sequence (P48048 whole entry, looked up): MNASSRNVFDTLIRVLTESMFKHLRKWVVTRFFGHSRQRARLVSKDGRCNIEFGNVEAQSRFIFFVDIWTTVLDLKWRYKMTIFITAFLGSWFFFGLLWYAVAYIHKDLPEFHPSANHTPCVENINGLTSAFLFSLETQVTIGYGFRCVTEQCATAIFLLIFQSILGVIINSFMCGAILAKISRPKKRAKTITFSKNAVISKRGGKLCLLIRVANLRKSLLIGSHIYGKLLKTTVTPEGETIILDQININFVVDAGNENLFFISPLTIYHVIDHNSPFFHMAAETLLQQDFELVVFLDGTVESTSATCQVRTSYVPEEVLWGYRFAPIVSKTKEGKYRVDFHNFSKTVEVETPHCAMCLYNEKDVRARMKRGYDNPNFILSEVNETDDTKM
Active calls of the source: *; . = not tested or not shown.

SMILES | G6PDH counter | PPARg SRC-1 ag | PPARg SRC2 recr | S1P3 antag | Diaphorase inh | PMI activator | PPARg SRC-3 ag | PMI act hi M6P | SRC2 TRFRET art | Diaph act CS | ROMK primary
Cc1[nH]nc(N)c1N=Nc1ccc(Br)cc1 | -1 | -2 | 0 | -3 | 13 | 0.9 | -4 | 0.9 | 1357 | 0.9 | -0.062
N#Cc1ccc(Oc2ccc(-c3cnc4ccccc4n3)cc2)cc1C#N | -19 | 4 | 0 | 2 | 10 | 0.9 | 1 | 1 | 1506 | 0.9 | .
CCOC(=O)C1CCCN(c2c(NCCc3ccc(S(N)(=O)=O)cc3)c(=O)c2=O)C1 (centres undefined) | 2 | 3 | -4 | 1 | 15 | 1 | 0 | 1 | 1531 | 0.8 | .
CCSc1nc(C)c(CCOc2cccc(C)c2)c(=O)[nH]1 | -5 | 4 | 8 | -2 | 2 | 1.1 | 1 | 1.1 | 1556 | 1 | -0.75
CCOC(=O)CSc1nc2ccccc2c(=O)n1CCN1CCOCC1 | 1 | 1 | 6 | 15 | 9 | 1 | -2 | 1 | 1558 | 0.9 | .
Cc1cccc(C)c1Nc1nnc(SCC(=O)NC(=O)c2cccn2C)s1 | -14 | 2 | 3 | 3 | 32 | 0.9 | 0 | 0.7 | 1531 | 0.7 | -0.057
O=C(O)CONC(=O)c1cc(OCC(F)(F)F)ccc1OCC(F)(F)F | 7 | -5 | 8 | . | 10 | 1 | -7 | 0.9 | 1628 | 0.9 | .
Cc1cccc(-c2noc(Cc3ccc(Cl)cc3)n2)c1 | 5 | -5 | -4 | -3 | 21 | 0.9 | -9 | 0.9 | 1576 | 0.8 | .
CCN(CC)c1ccc(NC(=O)CSc2nc(C)cc(=O)[nH]2)cc1 | -1 | . | . | -1 | 25 | 0.9 | . | 0.7 | . | 0.7 | .
CCOC(=O)c1c(NC(=O)CSc2nnc(CN3CCOCC3)n2C)sc2c1CCCC2 | -20 | 2 | 11 | 6 | 9 | 0.9 | 1 | 0.9 | 1357 | 0.9 | -0.52
CSc1nc(NCc2ccco2)c2sc3nc(C(C)C)c4c(c3c2n1)CC(C)(C)OC4 | 5 | 13 | -4 | . | 86* | 0.9 | -4 | 1 | 1634 | 0.1 | 0.37
c1cc(CNC23CC4CC(CC(C4)C2)C3)ccn1 | 21 | 9 | 1 | 3 | 3 | 1.2 | 2 | 1.2 | 1465 | 1 | -0.085

Looked up by structure from the list above (four):
SMILES | G6PDH counter | PPARg SRC-1 ag | PPARg SRC2 recr | S1P3 antag | Diaphorase inh | PMI activator | PPARg SRC-3 ag | PMI act hi M6P | SRC2 TRFRET art | Diaph act CS | ROMK primary
CCN(CC)c1ccc(NC(=O)CSc2nc(C)cc(=O)[nH]2)cc1 | -1 | . | . | -1 | 25 | 0.9 | . | 0.7 | . | 0.7 | .
c1cc(CNC23CC4CC(CC(C4)C2)C3)ccn1 | 21 | 9 | 1 | 3 | 3 | 1.2 | 2 | 1.2 | 1465 | 1 | -0.085
O=C(O)CONC(=O)c1cc(OCC(F)(F)F)ccc1OCC(F)(F)F | 7 | -5 | 8 | . | 10 | 1 | -7 | 0.9 | 1628 | 0.9 | .
Cc1cccc(C)c1Nc1nnc(SCC(=O)NC(=O)c2cccn2C)s1 | -14 | 2 | 3 | 3 | 32 | 0.9 | 0 | 0.7 | 1531 | 0.7 | -0.057

(next part)
SMILES | G6PDH counter | PPARg SRC-1 ag | PPARg SRC2 recr | S1P3 antag | Diaphorase inh | PMI activator | PPARg SRC-3 ag | PMI act hi M6P | SRC2 TRFRET art | Diaph act CS | ROMK primary
C/C(Cl)=C/Cn1c(SCc2ccc(Cl)cc2)nc2c1c(=O)[nH]c(=O)n2C | 4 | 3 | 2 | 2 | 0 | 1 | -1 | 1 | 1484 | 1 | .
Nc1ccc2c(c1)C(=O)N(CCCCCC(=O)O)C2 | 4 | 2 | 21 | . | 4 | 1.1 | 7 | 1.1 | 1750 | 1 | 0.32
O=C(COC(=O)c1cn(-c2ccccc2)nc1-c1ccccc1)c1ccc([N+](=O)[O-])cc1 | 8 | -3 | 5 | -8 | 8 | 0.6 | 3 | 1 | 1307 | 0.9 | .
CCn1c(C)nc2cc(C(=O)n3cc(C(=O)c4ccccc4O)cn3)ccc21 | 2 | -5 | 6 | . | 6 | 1 | 0 | 1 | 1737 | 0.9 | .
Cc1cc2oc(=O)cc(CN3CCN(S(=O)(=O)c4ccc5c(c4)OCCO5)CC3)c2cc1C | 3 | -5 | -6 | -2 | 22 | 0.9 | 0 | 0.9 | 1363 | 0.8 | -0.95
Cc1cc(=O)oc2cc(NC(=O)CCCC(=O)O)ccc12 | 0 | -2 | 0 | 0 | 2 | 1 | -7 | 1 | 1645 | 1 | -0.58
CS(=O)(=O)N1CCN(c2ccccc2NC(=S)NC(=O)c2cccs2)CC1 | 1 | 2 | 2 | -16 | 10 | 1 | 4 | 1 | 1731 | 0.9 | -0.29
CC(C)(CSc1nncn1/N=C/c1ccco1)NS(=O)(=O)c1ccc(Cl)cc1 | 2 | 14 | 2 | -24 | 12 | 1 | 12 | 1 | 1566 | 0.9 | 0.17
CCOC(=O)N1CCN(CC(=O)Nc2cc(C)nn2-c2nc3ccccc3s2)CC1 | -59 | 6 | 3 | . | 38 | 0.8 | -1 | 0.8 | 1518 | 0.6 | 1.8
COc1ccc(NC(=O)Cc2coc3cc(C)ccc23)cc1S(=O)(=O)N1CCOCC1 | -17 | 3 | 6 | -2 | 18 | 0.9 | -2 | 0.9 | 1666 | 0.8 | .
COCCSc1ccccc1C(=O)Nc1ccc(Cl)cn1 | -6 | 10 | 4 | 2 | 6 | 0.9 | -1 | 1 | 1644 | 0.9 | .
COc1ccc(O)c(/C=N/N=C2/C(=O)Nc3ccccc32)c1 | 3 | 2 | 7 | -6 | 12 | 1 | 0 | 1 | 1645 | 0.9 | 1.6
CC(C)CCNC(=O)[C@H](CC(C)C)NC(=O)[C@H]1O[C@@H]1C(=O)O | 11 | 5 | 7 | -18 | 20 | 1 | 0 | 1 | 1653 | 0.8 | .
COc1cc2c(C)nc3c(cnn3-c3ccccc3)c2cc1OC | 5 | 2 | 4 | 26 | 20 | 0.9 | 4 | 0.9 | 1561 | 0.8 | 0.017
C=CCn1c(SCC(=O)Nc2ccc(C(=O)OC(C)C)cc2)nnc1-c1cccs1 | -1 | -2 | -5 | 11 | 4 | 0.9 | 0 | 1 | 1632 | 1 | 0.63
CCCCCCOc1ccc(N2C(=O)CC(N3CCN(CCN=CC4=C(O)CC(C)(C)CC4=O)CC3)C2=O)cc1 (centres undefined) | 20 | -5 | 0 | -10 | 8 | 0.9 | 2 | 1 | 1688 | 0.9 | -2.2
CN(C)NC(=O)C12CCC(C)(C(=O)O1)C2(C)C (centres undefined) | 4 | 5 | 1 | -6 | 7 | 1 | 2 | 0.9 | 1645 | 0.9 | 0.2
OC(COc1ccc(CNCc2cccnc2)cc1)CN1CCc2ccccc2C1 (centres undefined) | 4 | 8 | 3 | 9 | -21 | 0.9 | 7 | 0.9 | 1679 | 1.2 | -0.81
Cc1cc(NC(=O)c2ccc(N3C(=O)CCC3=O)cc2)no1 | 2 | 2 | -1 | . | -5 | 1 | 10 | 1.1 | 1455 | 1.1 | .
COc1ccc(CCNC(=S)Nc2ccccc2C)cc1 | 1 | 0 | 7 | . | 3 | 1.2 | 0 | 1.1 | 1467 | 1 | .
OCCN1CCN(CCSc2ccccc2)CC1 | 2 | 1 | -2 | -34 | -8 | 1.1 | 1 | 1.3 | 1391 | 1.1 | -1.3
Cc1ccc(S(=O)(=O)NCCSc2nnnn2-c2ccc(C(N)=O)cc2)cc1 | -16 | -9 | -6 | 3 | 25 | 0.8 | -4 | 0.8 | 1389 | 0.7 | .
CN(C)C(=O)c1cc([N+](=O)[O-])ccc1O | 12 | 10 | 12 | -15 | 8 | 1 | -1 | 1 | 1760 | 0.9 | -0.48
CC(C)CN1CCN(Cc2cccn2-c2ccc(Cl)cn2)CC1CCO (centres undefined) | 33 | 9 | 5 | -4 | 4 | 0.9 | 5 | 0.9 | 1706 | 1 | -0.84

Diaphorase inh, hit marks shown above.
smiles,PPARg SRC-1 ag,PPARg SRC2 recr,S1P3 antag,Diaphorase inh,PMI activator,PPARg SRC-3 ag,PMI act hi M6P,Diaph act CS,ROMK primary
CSc1nc(NCc2ccco2)c2sc3nc(C(C)C)c4c(c3c2n1)CC(C)(C)OC4,13,-4,.,86*,0.9,-4,1,0.1,0.37

(next part)
SMILES | G6PDH counter | PPARg SRC-1 ag | PPARg SRC2 recr | S1P3 antag | Diaphorase inh | PMI activator | PPARg SRC-3 ag | PMI act hi M6P | SRC2 TRFRET art | Diaph act CS | ROMK primary
CS(=O)(=O)Nc1ccccc1C(=O)NCCSCc1ccccc1 | 14 | -1 | 4 | 3 | 26 | 0.9 | -1 | 1 | 1373 | 0.7 | 0.72
O=C(COc1ccc(Br)cc1CNC1CCCC1)Nc1ccccc1 | 2 | 3 | 4 | 11 | -12 | 1.1 | 5 | 1 | 1483 | 1.1 | -0.016
Cc1ccc(/C=N/n2c(C)nc3ccccc3c2=O)o1 | -2 | 3 | 6 | 4 | 12 | 1.1 | -3 | 1 | 1679 | 0.9 | -0.14
N#CCC(=N)N1CCN(c2ccc(F)cc2)CC1 | 1 | 4 | 5 | -45 | -3 | 0.9 | 2 | 0.9 | 1778 | 1 | -0.16
CCOC(=O)NC(=S)Nc1cccc(NC(=S)NC(=O)OCC)c1 | 5 | 4 | -4 | 3 | 13 | 1 | 2 | 1 | 1545 | 0.9 | 0.58
CC(=O)N1C(C)c2ccccc2C(C)(C)CC12CCCCC2 (centres undefined) | -1 | -3 | -5 | -1 | 11 | 0.8 | 0 | 0.9 | 1505 | 0.9 | 1.3
Cc1nc(N2CCCCC2)sc1C(=O)c1cccc([N+](=O)[O-])c1 | 1 | 11 | 0 | 7 | 19 | 0.8 | -2 | 0.7 | 1645 | 0.8 | -1.5
CCOc1ccccc1NC(=O)C(=O)/C=C(\O)c1cc(OC)ccc1OC | 11 | -2 | 10 | . | 12 | 1.2 | 7 | 1.1 | 1380 | 0.9 | -0.018
Cc1c(C(=O)N(C)C)sc(NC(=O)c2cc([N+](=O)[O-])cc([N+](=O)[O-])c2)c1C#N | 10 | 1 | 2 | . | 10 | 1 | 0 | 1 | 1580 | 0.9 | 0.8
CC(=O)Nc1ccccc1-c1ccc(C)o1 | 8 | 2 | 0 | . | 9 | 0.9 | 3 | 1 | 1598 | 0.9 | -0.63
